From PubChem
CSN inh – inhibitors of human CSN-mediated cullin deneddylation | Purified CSN, SCF-Nedd8-OG deneddylation, fluorescence polarization | inhibition, % at 12.5 µM | 0.38% of 360,000 active | AID 651999;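 active means pattern-corrected inhibition above about 35%, with an unprinted fluorescence ratio check between 0.5 and 1.5, limit read from the data, passing the limit was not always enough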;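 further: 0% = enzyme with substrate and 100% = substrate without enzyme; some results filed as inactive read as strong as hits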
Target sequence (Q92905 whole entry, looked up, one chain of several): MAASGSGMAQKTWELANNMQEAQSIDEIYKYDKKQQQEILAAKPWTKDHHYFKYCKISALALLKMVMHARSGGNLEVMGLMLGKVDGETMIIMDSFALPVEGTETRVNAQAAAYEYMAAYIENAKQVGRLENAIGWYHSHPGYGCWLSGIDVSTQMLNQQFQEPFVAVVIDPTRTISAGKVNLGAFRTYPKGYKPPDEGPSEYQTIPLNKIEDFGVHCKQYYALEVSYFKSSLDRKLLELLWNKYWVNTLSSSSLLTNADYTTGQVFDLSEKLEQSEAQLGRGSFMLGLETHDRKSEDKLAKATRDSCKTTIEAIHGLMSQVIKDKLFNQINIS
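Assay system: Purified human Csn5 enzyme expressed in HEK293T cells | Amount: Enzyme 0.24 nM | Measured by: Fluorescence polarization readout | Medium: Tris/NaCl/DTT buffer, pH 7.5 | Compound dosing: One concentration, 12.5 µM, 0.25% DMSO | Times: 90 min incubation of compound, enzyme and substrate at room temperature | Control set: no-enzyme wells high, enzyme-with-substrate wells low | Read-out: % inhibition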
LMPTP inh – blocks human LMPTP phosphatase. P24666. recombinant LMPTP-A, OMFP fluorogenic substrate, fluorescence intensity. inhibition, % at 20 µM. 0.22% of 360,000 active. AID 651560;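 active means compounds that cut the enzyme signal by at least half of the control window in the single-dose screen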;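 further: plate controls were DMSO wells with enzyme plus substrate for no effect and substrate without enzyme for full effect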
Target sequence (P24666 whole entry, looked up): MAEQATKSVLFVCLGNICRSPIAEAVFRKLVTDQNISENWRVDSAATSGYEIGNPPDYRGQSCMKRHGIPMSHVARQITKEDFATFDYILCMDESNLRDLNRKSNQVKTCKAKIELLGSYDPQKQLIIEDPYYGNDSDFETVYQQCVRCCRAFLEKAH
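Assay system: LMPTP-A enzyme. Input: 0.625 nM LMPTP-A final. Probe or stimulus: 400 µM OMFP. Compound dosing: single 20 µM dose. Schedule: 50 min dark incubation at room temperature. Detection: fluorescence intensity of OMFP turnover product. Read-out: percent inhibition versus substrate-only and uninhibited controls. Benchmarks: no-enzyme low control, uninhibited high control.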
Scp-1 inhibitor – Scp-1 (human) phosphatase inhibition; Recombinant Scp1, phosphopeptide, malachite green phosphate absorbance; inhibition, % at 20 µM; 0.88% of 340,000 active; AID 493091;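 active means inhibition above about 50% at 20 µM, limit read from the data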;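 further: plate controls were DMSO wells with enzyme for no effect and wells lacking enzyme for full effect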
Target sequence (Q9GZU7 76-261 limits assumed): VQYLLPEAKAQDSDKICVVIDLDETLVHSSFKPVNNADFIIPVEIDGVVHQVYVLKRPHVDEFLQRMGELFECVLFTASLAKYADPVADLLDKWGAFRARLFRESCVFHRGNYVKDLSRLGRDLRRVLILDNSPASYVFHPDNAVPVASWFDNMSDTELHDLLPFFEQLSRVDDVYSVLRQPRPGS
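Incubation: 45 min enzyme reaction at room temperature / System: truncated SCP-1 phosphatase (76-261aa) / Reagent: Phospho 17-mer peptide substrate / Buffer or medium: Acidic Tris acetate buffer with magnesium and detergent / Signal: absorbance at 630 nm / Doses: one concentration, 20 µM, with 1.0% DMSO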
Rin1-Abl PPI inh – blocks binding of human Rin1 to Abl; inhibition, % at 7.35 µM; TR-FRET Rin1/Abl binding, biochemical; 0.4% of 360,000 active; in the data active means inhibition above about 5%, passing the limit was not always enough
Neddyl block – cullin neddylation inhibition. P61081+Q13564. TR-FRET cullin neddylation, biochemical. calls only at 25 µM. 0.58% of 360,000 active; in the data active means inhibition above about 36%
DNMT1 block – blocks human DNA methyltransferase DNMT1 | AID 588458 | 0.83% of 360,000 active | inhibition (reported as % activation of signal), % at 10 µM | DNMT1 molecular beacon, Hinp1I cleavage, fluorescence | P26358; in the data active means inhibition above about 50%
STEP block – inhibitors of human striatal-enriched phosphatase STEP; P54829; recombinant STEP, OMFP fluorogenic substrate, fluorescence; inhibition, % at 20 µM; 0.25% of 360,000 active; AID 588621;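 active means inhibition at 20 µM, scaled per plate between control wells, above about 37%, limit read from the data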;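 further: 0% = DMSO with enzyme and substrate and 100% = substrate only without enzyme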
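System: STEP (striatal-enriched tyrosine phosphatase) enzyme, cell-free; medium: Bis-Tris pH 6.0 buffer with DTT, detergent; dosing: 20 µM, 1% DMSO; times: reaction 20 min, ambient temperature; detection: fluorescence, 480/540 nm; read-out basis: normalized % inhibition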
SUMO1 PPI mod – modulators of human SUMO1-mediated protein-protein interactions. SUMO1 binding to a labelled peptide, TR-FRET, 1 h. P63165. 0.33% of 360,000 active. inhibition, % at 20 µM. AID 602429; in the data active means inhibition above about 37%
NadD inh – NadD (S. aureus) enzyme inhibition. purified NadD enzyme, colorimetric absorbance read-out. inhibition, % at 20 µM. 0.78% of 360,000 active; in the data active means inhibition above about 26%; further: some compounds past the cut are filed as inactive
Rpn11 inh – inhibitors of human proteasome Rpn11; O00487; 0.59% of 360,000 active; human 26S proteasome, Ub4-pepOG fluorescence polarization; 20S core pre-blocked with epoxomicin; calls only at 20 µM; AID 588493;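 active means inhibition at 20 µM, scaled to each plate's controls, above about 33%, limit read from the data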
Target sequence (O00487 whole entry, looked up): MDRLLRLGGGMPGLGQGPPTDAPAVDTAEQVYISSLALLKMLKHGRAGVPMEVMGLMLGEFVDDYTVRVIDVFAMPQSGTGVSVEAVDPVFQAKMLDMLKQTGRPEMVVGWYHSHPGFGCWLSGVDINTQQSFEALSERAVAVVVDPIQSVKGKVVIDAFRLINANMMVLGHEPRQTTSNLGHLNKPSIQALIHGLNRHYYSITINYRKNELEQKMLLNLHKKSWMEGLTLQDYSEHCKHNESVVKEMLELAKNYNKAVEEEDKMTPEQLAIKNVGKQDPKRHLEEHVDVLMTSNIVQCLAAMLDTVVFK
Active calls of the source: *; i = inactive; . = not tested or not shown.

structure | DNMT1 block | Scp-1 inhibitor | Neddyl block | Rpn11 inh | NadD inh | LMPTP inh | SUMO1 PPI mod | Rin1-Abl PPI inh | CSN inh | STEP block
Cc1ccc(S(=O)(=O)N2CC(C)N(S(C)(=O)=O)C2)cc1 (stereo not drawn) | 3 | -5 | i | i | 1 | -0.5 | 2 | -1 | -1 | -2
O=C(NC1CCCCC1)c1cc(Cl)ccc1[N+](=O)[O-] | 5 | -8 | i | i | -3 | -1.8 | -14 | 1 | 2 | 0
c1ccc2c(CN3CCCCC3)csc2c1 | -1 | -12 | i | i | -6 | -2.0 | 1 | -1 | -13 | 1
CC1(c2ccccc2)CC(C)(C)N(C(N)=O)c2ccccc21 (stereo not drawn) | 1 | -2 | i | i | -3 | -0.2 | 1 | 1 | -2 | 0
CC(C)C(=O)N1CCN(c2ccccc2NC(=O)COc2ccc(C3CCCCC3)cc2)CC1 | -3 | 1 | i | i | 6 | 11 | 3 | -3 | 1 | 4
Cc1cc(C(=O)OCC(=O)N2CCC(c3ccccc3)=N2)ccc1[N+](=O)[O-] | 0 | -4 | i | i | -8 | 0.6 | -4 | 2 | -1 | -2
COc1ccc(NC(=O)C2CCN(S(=O)(=O)c3ccc4c(c3)CC(C)N4C(C)=O)CC2)cc1OC (stereo not drawn) | 0 | -11 | i | i | -6 | 0.5 | 3 | 5 | 1 | 0
C=CCOc1cccc(C2c3c(oc4ccc(F)cc4c3=O)C(=O)N2CCCN2CCOCC2)c1 (stereo not drawn) | -1 | -4 | i | i | 3 | -1.3 | -19 | 1 | -2 | 0
Cc1ccc(COc2ccc(/C=N/NC(=O)CN3CCCCC3)cc2)cc1 | 2 | -6 | i | i | -12 | -0.4 | -1 | -2 | 0 | 3
Cc1nc(Nc2ccc(Cl)cc2)c(C#N)c(=O)[nH]1 | 4 | -5 | i | i | -1 | -1.9 | 2 | 1 | 7 | 0
Cc1ccccc1NC(=S)N(Cc1ccco1)C(C)c1ccccn1 (stereo not drawn) | 0 | 4 | i | i | -4 | -0.9 | 2 | -2 | 4 | -2
COCCNS(=O)(=O)c1cc(OC)ccc1OC | -5 | -8 | i | i | 2 | 0.6 | -2 | 0 | 5 | 0
COc1ccc([N+](=O)[O-])cc1N(CC(=O)NCCSc1ccccc1)S(C)(=O)=O | 0 | -8 | i | i | -3 | -0.9 | -7 | 2 | -4 | 7
CC(C)N1CCc2c(sc(NC(=O)CN3C(=O)c4ccccc4C3=O)c2C(N)=O)C1 | 0 | 0 | i | i | -1 | -1.2 | -6 | 3 | -1 | -4
O=C(N[C@H](CO)Cc1ccccc1)c1ccco1 | 7 | -5 | i | i | 1 | -1.1 | 2 | -1 | -3 | 5
COc1ccc(-c2nc(SCc3ccccc3)n(S(C)(=O)=O)n2)cc1 | -8 | -2 | i | i | -7 | 3.1 | 2 | -1 | -1 | -1
CCn1c(N2CCN(S(=O)(=O)c3ccccc3)CC2)nc2ccccc21 | 0 | -1 | i | i | -4 | -0.4 | 3 | 1 | 5 | -1
O=C(Nc1cc(Cl)ccc1-n1cncn1)C1CC1 | 2 | -3 | i | i | 8 | -0.5 | -2 | 0 | 1 | 2
O=C(c1ccccc1)C(O)(CN1CCCCC1)c1ccccc1 (stereo not drawn) | -1 | -7 | i | i | 2 | 1.0 | -3 | 1 | 5 | -1
O=C(O)CNC(=O)c1ccc(S(=O)(=O)N2CCOCC2)cc1 | 0 | 2 | i | i | -2 | -0.1 | 3 | -4 | 4 | -2
Cc1cc(C)c2c(c1)/C(=N/NC(=O)c1cc(C)oc1C)CCC2 | 3 | -4 | i | i | -3 | -0.8 | 2 | 4 | 0 | -3
COc1cc(OC)cc(C(=O)NC(=S)NNC(=O)Cc2cccs2)c1 | 0 | -6 | i | i | 4 | -0.2 | 5 | 1 | 1 | -1
COc1cccc(C#CC2=CC(=O)CC(C)(C)C2)c1 | 10 | . | i | i | 0 | -0.4 | -16 | -3 | 3 | -2
COc1ccc(C=C(NC(=O)c2ccccc2)C(=O)O)cc1OC | 1 | 2 | i | i | 3 | -1.8 | 17 | 5 | -4 | -2
CSc1cccc(NC(=O)CN(C2CCCCC2)S(C)(=O)=O)c1 | 12 | 15 | i | i | -3 | 1.3 | 1 | 0 | -1 | 0
CC(C)NC(=O)N(C)C[C@@H]1OCc2cnnn2CCCC(=O)N([C@H](C)CO)C[C@@H]1C | 4 | . | i | i | 1 | -1.0 | -3 | 0 | 1 | -3
COc1ccc(/C=C2\SC(=S)N(CCC(=O)Nc3ccccn3)C2=O)cc1OC | 0 | 1 | i | i | 4 | -0.7 | -11 | 1 | 4 | -1
Nc1[nH]c(C(=O)c2ccccc2)c(-c2ccc(F)cc2)c1C(=O)NCCc1c[nH]c2ccccc12 | . | . | i | . | 21 | 1.5 | 1 | . | 2 | .
Cc1ccc(C2=NN(CC(=O)NCc3ccccn3)C(=O)CC2)cc1 | 3 | -5 | i | i | -1 | -0.9 | 0 | -1 | -4 | -3
COc1ccc(NC(=O)c2ccco2)c2ccccc12 | -5 | -12 | i | i | 2 | 1.0 | -10 | -3 | 1 | -3
CSc1n[nH]c2nc3c(c(=O)n12)C1(CCCCC1)Cc1ccccc1-3 | 0 | -8 | . | i | 14 | 0.9 | 3 | 2 | 0 | 2
Clc1nssc1=Nc1nncs1 | -17 | 2 | i | i | 12 | 33 | -9 | 4 | -5 | 20
COc1cccc(CC(=O)OCC(=O)NC(Cc2ccccc2)C(C)=O)c1 (stereo not drawn) | -1 | -4 | i | i | -1 | -7.1 | -5 | -1 | 0 | -1
CCOc1ccc(NCc2nc3ccccc3n2CCOc2ccccc2)cc1 | 3 | 6 | i | i | 12 | 1.9 | 0 | 0 | 0 | 4
CC(C)(C)C1=Nn2c(nnc2-c2ccccn2)SC1 | -2 | -8 | i | i | 8 | 0.6 | 1 | 3 | 7 | -2
Cc1ccc(C(=O)O)cc1NC(=O)CN1C(=O)C2C3c4ccccc4C(Br)(c4ccccc43)C2C1=O (stereo not drawn) | 3 | -5 | i | i | 9 | -0.8 | 2 | -2 | -8 | -2
Cc1cc(C)c(Cn2cnc(-c3ccc([N+](=O)[O-])cc3)c2)c(C)c1 | -5 | 16 | i | i | 1 | 4.3 | -24 | 3 | -2 | 5
CCCCc1cc(=O)oc2cc(OCC(=O)N3CCc4ccccc43)ccc12 | 10 | -5 | i | i | 3 | -0.7 | 2 | 2 | -5 | -3
O=c1nc(-c2ccccc2)c2cc(Cl)ccc2[nH]1 | 4 | 8 | . | i | -2 | -1.2 | -72 | -1 | 1 | -1
O=C(C1CCCO1)N1CCN(S(=O)(=O)c2ccccc2)CC1 (stereo not drawn) | 1 | 3 | i | i | -3 | -0.5 | -3 | 0 | 1 | 1
C=CCN(CC=C)C(=O)COC(=O)c1n[nH]c2ccccc12 | 3 | 1 | i | i | -1 | -1.3 | 2 | 0 | 3 | -2
CC(NC(=O)c1ccco1)C(c1cccs1)N1CCN(c2ccc(F)cc2)CC1 (stereo not drawn) | -2 | -4 | i | i | -1 | -0.5 | 5 | -1 | 2 | -1
O=C(C[C@H]1C/C=C\C[C@H](Cc2ccc(F)cc2)C(=O)O[C@@H](c2ccccc2)CNC1=O)N[C@@H](CO)Cc1ccccc1 | 63* | -3 | i | i | -2 | -1.3 | -2 | 0 | -1 | -2
c1csc(-c2nn3cnnc3c3ccccc23)c1 | 1 | -7 | i | i | -3 | -0.9 | -4 | 0 | 2 | 2
CN(C)N1C(N)=C(C#N)C(c2ccc(Cl)cc2)C2=C1CCCC2=O (stereo not drawn) | 1 | -9 | i | i | -2 | -0.8 | 4 | -1 | 6 | 1
CC(=C1C(=O)c2ccccc2C1=O)N1CCN(CCN=CC2=C(O)CC(C)(C)CC2=O)CC1 | 1 | -10 | i | i | 4 | -6.5 | -6 | -1 | 1 | -2
CCOc1cc(C(=O)Nc2ccc(NC(C)=O)cc2)ccc1OCC(=O)N1CCCCC1 | -3 | 7 | i | i | 3 | -1.9 | -2 | -3 | 4 | -1
Cc1ccccc1-c1nn(-c2ccc(F)cc2F)cc1CNCCN(C)C | -1 | -4 | i | i | -9 | -6.8 | 16 | -1 | -4 | -2
CC(C)CNC(=O)C(=O)NCCCN1CCOCC1 | -2 | 0 | i | i | -5 | -2.3 | 7 | 0 | -6 | 2
Cc1[nH]nc2c1C(c1ccc(OC(=O)c3ccco3)cc1)C(C#N)=C(N)O2 (stereo not drawn) | -6 | 3 | i | i | 5 | -2.9 | -6 | -1 | 1 | -3

Next part.
structure | DNMT1 block | Scp-1 inhibitor | Neddyl block | Rpn11 inh | NadD inh | LMPTP inh | SUMO1 PPI mod | Rin1-Abl PPI inh | CSN inh | STEP block
Cc1ccc(NS(=O)(=O)c2cccc(C(=O)NCC3CCCO3)c2)cc1 (stereo not drawn) | 4 | 7 | i | i | -2 | -0.4 | 1 | 1 | 4 | 0
O=C1NC[C@@H](CCCCN2CCN(CCC3CCCCC3)C(=O)C2=O)N(Cc2ccccc2)C1=O | . | . | i | . | 3 | -0.2 | 4 | . | -2 | .
CC1(C(=O)NCc2ccccc2)CN(S(C)(=O)=O)CC(=O)N1Cc1cccc(C(F)(F)F)c1 (stereo not drawn) | . | . | i | . | . | -1.1 | -2 | . | 2 | .
CCCCn1c(SC(C)C(=O)NCC2CCCO2)nc2cc(C(=O)OC)ccc2c1=O (stereo not drawn) | -1 | 1 | i | i | 3 | 1.2 | 0 | -4 | 0 | 1
O=C(CCCc1nc(-c2ccccc2)no1)NC1CCCC1 | -4 | -5 | i | i | -7 | 1.1 | 1 | 4 | 4 | -1
CN1C=C(C(F)(F)F)C=C/C1=C(\C#N)c1nnc2n1CCCCC2 | 2 | -5 | i | i | -3 | -2.3 | -9 | -7 | 0 | -1

Complete entries, looked up by structure. Screens in order: DNMT1 block | Scp-1 inhibitor | Neddyl block | Rpn11 inh | NadD inh | LMPTP inh | SUMO1 PPI mod | Rin1-Abl PPI inh | CSN inh | STEP block
CN1C=C(C(F)(F)F)C=C/C1=C(\C#N)c1nnc2n1CCCCC2 is entered as 2 | -5 | i | i | -3 | -2.3 | -9 | -7 | 0 | -1
Cc1ccc(NS(=O)(=O)c2cccc(C(=O)NCC3CCCO3)c2)cc1 (stereo not drawn) is entered as 4 | 7 | i | i | -2 | -0.4 | 1 | 1 | 4 | 0
CCCCn1c(SC(C)C(=O)NCC2CCCO2)nc2cc(C(=O)OC)ccc2c1=O (stereo not drawn) is entered as -1 | 1 | i | i | 3 | 1.2 | 0 | -4 | 0 | 1
